TSHR antag – blocks TSH signaling through the human TSH receptor; hit rate 0.2% among 330,000; TSHR-expressing cells, TSH-stimulated cAMP HTRF, 2 h; hits give low values; P16473; AID 504810; activity change, negative = inhibition, % at 11.5 µM;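 active = activity change below a set negative limit, meaning inhibition stronger than a set level, cut at about -70% in these data; inconclusive = activity change between two set negative limits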; also: % is scaled to controls: 0 for no effect and ±100 for the full control effect
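Cell-based HTRF cAMP assay; TSHR cells + compound, TSH EC80 (4nM final), 2 h, 37 deg C. Lysis with anti-cAMP cryptate and cAMP-d2, 30 min RT, read 665/620 nm.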
ELG1 DNA repair – ELG1-dependent DNA repair inhibition; HEK293T ELG1-luciferase reporter, luminescence, 16 h; DNA damage induced by 5-fluorouridine; Potency, µM (doses to about 46.1 µM), for the others: top-dose activity change, negative = inhibition, usual class: inhibitors; hit rate 2.3% among 330,000; also: potency is read from the fitted curve at half-maximal effect; % is scaled to controls: 0 for no effect and ±100 for the full control effect; nearly all actives have a fitted effect of over 55% in size
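Quantitative HTS, concentration-response format. 2,000 cells/well co-treated with 5-fluorouridine and compound, 16 hr in 5% CO2 at 37 °C; ONE-Glo luminescence read after 30 min.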
B2AR arrestin – agonists driving beta-arrestin recruitment to human beta2-adrenergic receptor; P07550; beta-arrestin recruitment to beta2AR, cell-based reporter; Potency, µM (highest dose often 46.1 µM), for inactives: at the top dose activation, actives largely listed as activators; hit rate 0.02% among 330,000;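 also: potency is read from the fitted curve at half-maximal effect; 0% = DMSO controls and full agonism = EC100 isoproterenol or metaproterenol; nearly all actives have a fitted effect of over 65% in size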
Target sequence (P07550 whole entry, looked up): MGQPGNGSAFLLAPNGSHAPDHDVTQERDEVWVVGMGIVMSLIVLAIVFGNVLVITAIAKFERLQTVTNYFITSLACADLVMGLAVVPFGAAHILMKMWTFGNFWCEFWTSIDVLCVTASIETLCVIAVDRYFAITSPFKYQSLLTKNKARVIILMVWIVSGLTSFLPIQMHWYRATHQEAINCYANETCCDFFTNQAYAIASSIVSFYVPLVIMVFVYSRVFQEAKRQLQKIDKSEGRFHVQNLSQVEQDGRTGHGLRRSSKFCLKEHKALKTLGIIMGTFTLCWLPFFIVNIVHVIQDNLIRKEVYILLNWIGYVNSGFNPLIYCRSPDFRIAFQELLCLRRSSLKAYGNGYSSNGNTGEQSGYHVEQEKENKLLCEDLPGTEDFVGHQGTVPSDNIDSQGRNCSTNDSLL
TSG101-PTAP inh – blocks PTAP/TSG101 interaction to inhibit HIV-1 budding; Potency, µM (highest dose often 115 µM), for inactives: at the highest dose activity change, negative = inhibition, usual class: inhibitors; Q99816; Fluorescence polarization, FITC-PTAP peptide / Tsg101 binding; 340,000 tested, under 10 active; AID 493005; active = well fitted inhibition curve with a large enough effect in the main read-out, with a control signal flat, not every such curve was filed as active; inconclusive = small, poorly fitted or top-dose-only effect, or effect the other way, or a change in a side signal; inactive = no such curve, though single readings can be large or run the other way; also: potency is read from the fitted curve at half-maximal effect; % of control where 0% means no effect
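Steps: Tsg101 binding domain dispensed (10 uM final), compounds pinned in DMSO, FITC-labeled PTAP-motif peptide added (50 nM final); after 20 min binding at room temperature, polarization measured.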
BCR signal inh – inhibitors of chronic active B-cell receptor signaling | ABC-DLBCL IkBa-CBG/CBR reporter, luminescence ratio, 4 h | Potency, µM (series often up to 46.1 µM), for inactives: top-dose ratio change, negative = lower green/red ratio, actives largely listed as inhibitors | hit rate 0.05% among 340,000 | AID 493014; active = well fitted inhibition curve with a large enough effect in the signal ratio, with a control signal flat, not every such curve was filed as active; inconclusive = small, poorly fitted or top-dose-only effect, or effect the other way, or a change in a side signal; the % refers to the signal ratio;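 also: potency is read from the fitted curve at half-maximal effect; plate controls were basal doxycycline-induced cells for no effect and cells given 10 µM MG132 for full effect; MG132 reads +100%, hits lower the ratio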
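Doxycycline induced both beetle luciferases in TMD8 lymphoma cells; IKK-driven degradation limits the IkappaBalpha-fused green signal, while red luminescence normalises for cell number and nonspecific effects. Compounds tested up to 46 uM, 4 hrs.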
Tb PFK inh – inhibitors of T. brucei phosphofructokinase; O15648; T. brucei PFK, ADP-Glo luminescence; Potency, µM (titrated, usually from 57.5 µM), for the others: top-dose activity, negative = inhibition, hits mostly inhibitors; hit rate 0.17% among 330,000;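 also: potency is read from the fitted curve at half-maximal effect; 0% = uninhibited 1x PFK enzyme wells and -100% = no-enzyme wells; nearly all actives have a fitted effect of over 60% in size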
Target sequence (O15648 whole entry, looked up): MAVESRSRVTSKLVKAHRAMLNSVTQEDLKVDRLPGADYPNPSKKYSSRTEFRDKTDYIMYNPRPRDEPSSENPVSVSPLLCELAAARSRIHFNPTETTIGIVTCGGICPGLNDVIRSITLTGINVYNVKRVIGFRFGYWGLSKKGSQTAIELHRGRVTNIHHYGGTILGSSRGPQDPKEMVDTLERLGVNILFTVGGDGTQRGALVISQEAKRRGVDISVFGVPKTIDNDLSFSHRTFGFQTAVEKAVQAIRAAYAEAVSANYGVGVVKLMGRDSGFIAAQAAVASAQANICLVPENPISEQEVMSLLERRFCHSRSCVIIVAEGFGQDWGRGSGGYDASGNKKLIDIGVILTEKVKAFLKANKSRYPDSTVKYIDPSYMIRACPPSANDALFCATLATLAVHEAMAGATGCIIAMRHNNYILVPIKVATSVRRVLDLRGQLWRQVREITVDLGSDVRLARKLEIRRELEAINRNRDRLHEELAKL
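ADP-Glo luminescence quantified ADP after 45 min at room temperature, with 1.25 nM T. brucei PFK, 0.1 mM ATP and 0.5 mM fructose-6-phosphate in pH 8.0 TEA buffer. qHTS titrations up to 57 µM; curves classified by quality.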
USP2a inh – blocks human ubiquitin-specific protease USP2a | USP2 core, Ub-CHOP2 coupled fluorogenic reporter, 485/531 | Potency, µM (doses to about 38.3 µM), for inactives: at the highest dose activity change, negative = inhibition, actives largely listed as inhibitors | hit rate 0.01% among 330,000 | AID 463254;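 also: potency is read from the fitted curve at half-maximal effect; plate controls were DMSO wells for no effect and full inhibition by NEM control for full effect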
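Deubiquitinase activity read as fluorescence (485/531 nm) after Ub-CHOP2 cleavage activates the enterokinase reporter on its substrate; USP2 core 10nM, Ub-CHOP2 and substrate 25nM each, 30min compound preincubation then 60min RT; data normalized to NEM, curves fitted.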
Eya2 inh – blocks the phosphatase activity of human Eya2 | O00167 | recombinant Eya2, OMFP fluorescence dephosphorylation (OMFP is methylfluorescein phosphate) | Potency, µM (series often up to 76.9 µM), inactives show at the highest dose activity, negative = inhibition, usual class: inhibitors | AID 488837 | hit rate 0.006% among 330,000; also: potency is read from the fitted curve at half-maximal effect; % is scaled to controls: 0 for no effect and ±100 for the full control effect
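Eya2 (0.2 uM) preincubated 10 min at ambient with compound, then OMFP substrate added at 50 uM; 10 min reaction in 50 mM HEPES pH 7.5, 50 mM NaCl, 5 uM MgCl2, 0.05% BSA, 1 mM DTT. Fluorescence read at Ex 485/Em 525 nm.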
TCR act – T cell receptor activation | primary human leukocytes, anti-CD3, IL-2 HTRF, 48 h | Potency, µM (doses to about 9.22 µM), for the others: at the highest dose activation of IL-2 secretion, usual class: activators | 330,000 tested, under 10 active; also: % of control where 0% means no effect
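Readout: HTRF IL-2, Eu-cryptate/d2 antibody pair, 320nm excitation, 665nm emission. Stimulus: a-CD3 beads, no co-stimulation. Cells: primary human leukocytes. Exposure: 48 hr with compound.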
uPA generation – cell surface uPA generation inhibition | cell surface uPA generation assay, qHTS | Potency, µM (top dose mostly 38.3 µM), inactives show at the highest dose activity change, negative = inhibition, hits mostly inhibitors | hit rate 0.31% among 330,000; active = well fitted inhibition curve with a large enough effect; inconclusive = small, poorly fitted or top-dose-only effect; inactive = no such curve, though single readings can be large or run the other way; tested in mouse RAW 264.7 cells; also: potency is read from the fitted curve at half-maximal effect; % is scaled to controls: 0 for no effect and ±100 for the full control effect; nearly all actives have a fitted effect of over 55% in size
Mito fusion act – mitochondrial division inhibition or fusion activation; S. cerevisiae fusion-defective mutant growth rescue, CellTiterGlo 48 h; Potency, µM (doses to about 46.1 µM), for inactives: at the top dose growth rescue (activation), most hits filed as activators; hit rate 0.23% among 320,000; AID 485298;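 also: potency is read from the fitted curve at half-maximal effect; % of control where 0% means no effect; nearly all actives have a fitted effect of over 45% in size; temperature-sensitive fusion mutants such as fzo1-1 at 37 °C on non-fermentable ethanol glycerol medium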
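Growth-rescue viability read-out: after 48 h at the non-permissive 37C in glycerol/ethanol YPEG, yeast mitochondrial fusion mutants are measured by CellTiterGlo luminescence; compounds (23 nl pinned per well) restoring growth score as division inhibitors or fusion activators.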
The depositor's hits bear a star; ? = inconclusive; . = not tested or not shown; [ ] = another dose, or the depositor's remark. Unless noted, calls follow the shape of the dose curve; as a rule, active = well fitted curve in the direction sought with a large enough effect; inconclusive = small, poorly fitted or top-dose-only effect, or another doubt; inactive = no such curve, though single readings can be large; an effect the other way counts as inactive or inconclusive.

Below each compound: TSHR antag | ELG1 DNA repair | B2AR arrestin | TSG101-PTAP inh | BCR signal inh | Tb PFK inh | USP2a inh | Eya2 inh | TCR act | uPA generation | Mito fusion act
COc1cc(/C=C/C(=O)OCC(=O)c2c[nH]c3ccccc23)ccc1OC(F)F
 : -8.3 | ? | -0.6% | 0.1% | -11.9% | 0.0% | -0.2% | -5.6% | -1.2%[46.1 µM] | -1.9% | -1.1%
CC(C)(C)c1cc(=O)[nH]c(SCc2ccccc2Cl)n1
 : 4.3 | -14.0% | 0.5% | -0.4% | ? | -2.2% | 1.9% | -1.1% | -2.9% | 0.5% | 2.6%
COCc1nnc(NC(=O)C23CC4CC(CC(C4)C2)C3)s1
 : 0.4 | ? | -0.3% | -4.3% | -1.1% | -1.5% | 1.8% | 9.0% | 1.4% | 3.2% | 5.7%
COc1ccc(N2CCc3c(C)nc(SC)nc32)cc1
 : -13.7 | -2.4% | 0.0% | -5.5% | -0.6% | 0.4% | 0.0% | 6.5% | -9.1% | -3.6% | 2.3%
N#C/C(=C\c1ccc(OCc2ccc(Br)cc2)cc1)C(=O)Nc1cccc(C(=O)O)c1
 : -12.6 | ? | -0.2% | -2.6% | 0.6% | 0.5% | 2.8% | -2.2% | 2.5% | -3.8% | 8.4%
COc1ccc(N/C=C\C(=O)c2ccc3c(c2)OCO3)cc1
 : 21.3 | ? | 0.2% | -7.8% | ? | 4.4% | 3.2% | -4.8% | -2.6% | -11.0% | 1.7%
CCn1c(/C=C/N(C(C)=O)c2ccccc2)[n+](CCCS(=O)(=O)[O-])c2cc(Cl)c(Cl)cc21
 : -6.4 | 0.5% | -0.1% | -5.7% | -1.2% | 0.0% | -0.7% | -1.9% | . | 3.8% | -0.6%
O=C(CC(=O)N/N=C\c1cccc(Cl)c1Cl)NCc1ccccc1
 : 17.1 | -13.2% | -0.6% | 9.4% | 8.1% | -0.1% | 1.9% | 0.2% | 3.0%[46.1 µM] | -4.1% | -0.5%
O=C(NCC(c1ccco1)N1CCc2ccccc21)c1ccccc1Br (configuration not stated)
 : -2.7 | -25.7% | 0.7% | -1.8% | 2.2% | 11.7% | -0.5% | 3.4% | 1.9% | -1.0% | 19.8%
O=C(CCn1c(=S)oc2ccccc21)NC1CCCCC1
 : 7.3 | -10.5% | 0.3% | 0.4% | -1.1% | 1.2% | 0.0% | -8.6% | 9.6% | 3.3% | -2.4%
CCOc1cc(C(=O)N2CCN(c3ccccn3)CC2)cc(OCC)c1OCC
 : 15.2 | ? | -0.1% | 0.4% | -0.2% | -3.1% | -0.2% | 4.1% | -5.9% | -11.3% | -11.6%
COc1ccc(-c2cccc(NC(=O)c3cccs3)c2)nn1
 : 5.4 | ? | -0.2% | -0.9% | -15.9% | 1.8% | -8.4% | -19.2% | -1.2% | -0.3% | 29.2%
CCCCNc1ccc(C(CC(N)=O)NC(=O)c2ccccc2)cc1[N+](=O)[O-] (configuration not stated)
 : 0.7 | 5.1% | 3.9% | -0.7% | ? | 0.3% | 2.0% | 2.7% | -4.0% | 7.3% | -2.2%
O=C(O)CC(Cc1ccc(Cl)cc1)C(=O)Nc1ccccc1 (configuration not stated)
 : -0.1 | -14.4% | -0.2% | -7.7% | 4.1% | -3.5% | -0.5% | 7.5% | . | 16.7% | 0.9%
CC(C)C[C@H](N)c1cn([C@@H](Cc2cc3ccccc3[nH]2)C(=O)N2CCNCC2)nn1
 : -6.4 | 10.3% | -0.3% | -5.0% | -0.8% | -0.2% | 2.5% | 2.4% | -40.4% | 4.6% | -0.8%
CC1Cn2c(CCc3ccccc3)nnc2S1 (configuration not stated)
 : 13.5 | 0.0% | -0.1% | -1.2% | 11.7% | 7.3% | 0.5% | -8.4% | . | 1.4% | 1.5%
Cc1noc(NS(=O)(=O)c2ccc(NC(=O)NC(C)(C(F)(F)F)C(F)(F)F)cc2)c1C
 : -1.3 | 8.2% | -0.1% | -3.4% | ? | 2.0% | -3.0% | -1.1% | 4.1% | -24.4% | -5.8%
[O-][n+]1c2c(nc3c1-c1ccccc1C3O)CCCC2 (configuration not stated)
 : 1.8 | ? | -0.7% | . | -0.1% | 0.5% | 2.1% | -10.1% | . | . | 3.2%
CN(C)CCNc1nc2sc3c(c2c(=O)n1-c1ccc(F)cc1)CCCCC3
 : -6.7 | 10.1% | 0.1% | -0.5% | 1.1% | -1.7% | 0.4% | ? | -1.3% | -3.0% | -0.8%
O=C(NCc1cccc(Cl)c1)C1CCC(=O)N(CCCN2CCCC2=O)C1 (configuration not stated)
 : -1.0 | -4.0% | 0.1% | -1.6% | 0.0% | 0.4% | -0.5% | -7.4% | -7.0% | 12.9% | 2.6%
CN(C)C(=O)CN(c1ccc(F)c(Cl)c1)S(C)(=O)=O
 : 3.8 | ? | -0.3% | -11.9% | ? | -6.1% | 0.5% | -21.1% | 0.3% | 9.8% | 4.0%
COc1ccc(C(=O)N2CCC(C(=O)O)CC2)cc1
 : -0.6 | 6.7% | 0.0% | -5.7% | -7.2% | -12.6% | 6.2% | -1.2% | -0.5% | . | 0.0%
O=C(N1CCOCC1)N1CCN(S(=O)(=O)c2ccccc2)C1
 : 18.2 | 8.1% | -0.3% | -1.5% | 7.7% | -2.5% | 0.1% | 19.4% | -6.4% | 0.3% | -5.5%
O=C(CCNC(=O)c1ccc([N+](=O)[O-])cc1)NC1CCCCC1
 : 4.4 | 16.7% | -1.0% | -16.5% | -10.1% | -2.3% | 0.5% | -26.1% | 2.1% | -0.5% | -6.8%
CC(=O)c1ccc(N2CCN(c3ncccn3)CC2)c([N+](=O)[O-])c1
 : -7.4 | 18.6% | -0.6% | 1.6% | 11.0% | -11.8% | 0.5% | 9.5% | -3.4% | -1.1% | 1.2%
CC(=O)N1CCN(S(=O)(=O)c2cccc(C(=O)NCCC3=CCCCC3)c2)CC1
 : 6.3 | 1.6% | -0.1% | -0.8% | -0.1% | 15.0% | 4.7% | -7.7% | -2.0% | -3.6% | 0.8%
CC1=C(C(=O)OCc2cc(C)on2)N2C(=O)[C@@H](NC(=O)OCc3cc(C)on3)[C@H]2SC1
 : -6.7 | 5.2% | -1.6% | 0.1% | -0.1% | -13.2% | 0.1% | -17.7% | -0.8% | -14.9% | -2.0%
Cc1cc(C(=O)N2CCCC(N3CCN(c4cccc(Cl)c4)CC3)C2)nc(C)n1 (configuration not stated)
 : -4.2 | 9.8% | 0.0% | 0.5% | 1.9% | 0.2% | -0.7% | 2.6% | -1.0% | -0.4% | -2.4%
O=C(c1cccs1)N1CCN(c2ncc(C(F)(F)F)cc2Cl)CC1
 : 3.9 | -18.8% | 0.0% | . | ? | -2.9% | 0.3% | -4.3% | -0.9% | 5.2% | -1.5%
N#C/C(=C\c1ccc(OCc2ccccc2)cc1)C(N)=O
 : 1.4 | ? | -0.2% | 2.2% | 1.0% | 0.6% | 0.3% | -0.8% | -1.8% | -2.1% | -2.1%
O=C(COC(=O)Cc1c(Cl)cccc1Cl)Nc1ccc(OC(F)(F)F)cc1
 : -11.9 | ? | -2.2% | -1.4% | -8.2% | -2.4% | -0.7% | -15.7% | -4.5%[46.1 µM] | ? | -5.8%
CC(C)C[C@H](NC(=O)c1nc[nH]c1C(=O)N1CCC(C)CC1)C(=O)OCc1ccccc1
 : 5.2 | 25.6% | -0.6% | -3.6% | -14.9% | -8.6% | -9.1% | -2.9% | 2.8% | -1.8% | 14.8%
Cc1cccc(-n2c(Cc3cc(=O)[nH]c(=O)[nH]3)nnc2SCC(=O)NCC2CCCO2)c1 (configuration not stated)
 : -8.0 | 8.5% | 0.1% | 1.2% | -3.7% | 2.8% | -0.4% | -12.5% | 1.2% | 4.8% | -1.5%
NC(=O)c1ccccc1OCC(=O)N1CCC(Cc2ccccc2)CC1
 : -41.4 | ? | 0.1% | -5.4% | -1.9% | -1.6% | 0.2% | 1.7% | 7.8% | ? | 3.8%
CCN(CC(=O)NCc1cccs1)C(=O)CCCOc1ccc(C(C)(C)C)cc1
 : -20.0 | -9.3% | -0.3% | 2.5% | -9.9% | -1.9% | -1.5% | -12.4% | 7.5% | -4.3% | 23.4%

Screening results as filed in PubChem BioAssay.
